Bioassay records: PubChem, National Center for Advancing Translational Sciences (NCATS)
D1 ag = agonists of human D1 dopamine receptor; P21728; HEK293 T-REx D1 cells, calcium flux, agonist mode; activation, % at 2 µM; 360,000 tested, 1% active; in the data active means activation above about 30%; further: 0% is about no effect
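Agonism was scored from calcium flux recorded over 180 s (1 read/s) after pintool compound addition, following a 10-cycle baseline. Cells were inducible force-coupled HEK293 TREx D1, plated overnight at 30 C and loaded with no-wash calcium dye.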
D2 PAM = D2 dopamine receptor (human) potentiation. P14416. HEK293 T-REx D2, calcium flux, EC20 dopamine potentiation. potentiation, % at 10 µM. 340,000 tested, 0.34% active. AID 485347;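 active means potentiation over 3 SD above the plate norm, cut at about 30% in these data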; further: 0% is about no effect
Target sequence (P14416 whole entry, looked up): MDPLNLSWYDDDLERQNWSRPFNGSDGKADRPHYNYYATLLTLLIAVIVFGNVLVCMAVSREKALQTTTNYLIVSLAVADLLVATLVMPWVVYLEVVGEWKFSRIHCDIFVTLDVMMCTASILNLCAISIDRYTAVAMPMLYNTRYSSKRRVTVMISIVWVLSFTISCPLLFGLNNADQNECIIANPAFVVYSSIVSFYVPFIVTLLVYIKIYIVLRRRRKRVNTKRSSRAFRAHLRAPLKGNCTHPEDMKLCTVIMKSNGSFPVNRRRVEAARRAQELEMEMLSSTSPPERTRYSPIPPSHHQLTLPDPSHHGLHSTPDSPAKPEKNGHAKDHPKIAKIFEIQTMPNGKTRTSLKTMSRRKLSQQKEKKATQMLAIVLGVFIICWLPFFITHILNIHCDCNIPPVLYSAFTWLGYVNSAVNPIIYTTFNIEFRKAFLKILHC
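Tetracycline-induced Hek293 Trex D2 cells, force-coupled to calcium, loaded with no-wash calcium dye. Compound added with 180 s kinetic read for agonism, then EC20 dopamine and a further 180 s read for potentiation.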
Apoferritin bind = binds horse apoferritin like a general anesthetic | P02791 | apoferritin/1-aminoanthracene competitive binding, fluorescence | Potency, µM (doses to about 77.5 µM), for the others: at the highest dose activity change, negative = displacement, usual class: inhibitors | 350,000 tested, 0.074% active | AID 485281; further: potency means the concentration at half of the fitted maximal effect; on the % scale 0 is the no-effect control and ±100 the full control effect; nearly all actives have a fitted effect of over 20% in size
Target sequence (P02791 2-175 limits assumed): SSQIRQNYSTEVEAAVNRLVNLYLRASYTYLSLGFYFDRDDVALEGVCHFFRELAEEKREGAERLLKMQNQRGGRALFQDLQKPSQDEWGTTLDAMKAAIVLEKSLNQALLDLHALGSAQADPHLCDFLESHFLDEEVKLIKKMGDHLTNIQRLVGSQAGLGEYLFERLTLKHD
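Horse-spleen apoferritin (10 uM) was mixed with 50% saturated 1-aminoanthracene in PBS, exposed to compounds for 10 min at room temperature, and read for fluorescence (ex 380 nm, em 535 nm). Competitive displacement was fitted with a four-parameter Hill equation.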
TRHR agonist = agonists of human TRH receptor; 360,000 tested, 0.18% active; TRHR cells, calcium flux fluo-8, FDSS agonist mode; P34981; AID 493084; activation, % at 2 µM; in the data active means activation above about 30%; further: 0% is about no effect
Target sequence (P34981 whole entry, looked up): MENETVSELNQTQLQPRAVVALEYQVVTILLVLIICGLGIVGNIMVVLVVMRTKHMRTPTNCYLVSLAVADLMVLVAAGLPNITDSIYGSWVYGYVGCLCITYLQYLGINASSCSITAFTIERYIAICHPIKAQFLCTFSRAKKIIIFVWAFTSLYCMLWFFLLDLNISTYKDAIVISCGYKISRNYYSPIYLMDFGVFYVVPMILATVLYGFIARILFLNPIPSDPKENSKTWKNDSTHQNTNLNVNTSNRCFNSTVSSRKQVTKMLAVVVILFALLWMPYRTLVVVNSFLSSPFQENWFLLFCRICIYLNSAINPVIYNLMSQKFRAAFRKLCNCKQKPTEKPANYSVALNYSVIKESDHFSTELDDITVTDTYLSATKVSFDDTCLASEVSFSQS
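Read-out: compound-evoked intracellular calcium rise in TRHR cells, fluo-8 dye, kinetic FDSS fluorescence at 1 s/cycle following a 10-cycle baseline. Cells cultured overnight before dye loading (30 min–1.5 h, RT).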
D1 potentiator = potentiators of human D1 dopamine receptor. P21728. HEK293 TREx D1 cells, calcium flux, dopamine EC20 potentiation. potentiation, % at 10 µM. 360,000 tested, 0.036% active. AID 504651; in the data active means potentiation above about 30%; further: 0% is about no effect
RXFP1 antagonist = antagonists of human relaxin receptor RXFP1; 350,000 tested, 0.59% active; activity change, negative = inhibition, % at 57.5 µM; HEK293-RXFP1, relaxin-stimulated cAMP HTRF, 30 min; active compounds read low; AID 1259400;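 active means activity change of -60% or lower, but not beyond a set lower limit; inconclusive means change between -60% and -40%, or beyond the set limit; inactive means change above -40%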; further: on the % scale 0 is the no-effect control and ±100 the full control effect
TRHR PAM = allosteric enhancers of human TRH receptor; 360,000 tested, 0.66% active; enhancement, % at 2 µM; TRHR cells, fluo-8 calcium fluorescence, EC20 TRH enhancement; AID 493056; P34981; in the data active means enhancement above about 30%; further: 0% is about no effect
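TRHR-expressing cells loaded with fluo-8 calcium dye were read kinetically (ex 480/em 530) during compound addition, then stimulated with an EC20 of TRH (10 nM final). Enhancement of the Gq-mediated intracellular calcium response was scored.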
RXFP1 agonist = agonists of human relaxin receptor RXFP1 | Potency, µM (highest dose often 57.5 µM), for the others: at the top dose activation, most hits filed as activators | AID 2676 | 370,000 tested, 0.3% active | HEK293T-RXFP1 cAMP TR-FRET, 30 min; response scale: percent of porcine relaxin response, buffer zero | Q9HBX9; further: potency means the concentration at half of the fitted maximal effect; on the % scale 0 is the no-effect control and ±100 the full control effect; nearly all actives have a fitted effect of over 60% in size; many of its hits are not listed in these tables
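cAMP rise read by TR-FRET after 30 min, 37C compound exposure (up to 58 uM) in RXFP1-transfected HEK293 cells with Ro 20174 present. EC50 from Hill-equation fits, with 29 nM porcine relaxin as 100% and buffer as basal.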
D1 antagonist = blocks dopamine activation of the human D1 receptor; P21728; HEK293 TREx D1 cells, calcium flux, dopamine EC80; active compounds read low; activity change, negative = inhibition, % at 10 µM; 360,000 tested, 3.2% active; AID 504652; in the data active means activity change below about -30%; further: on the % scale 0 is the no-effect control and ±100 the full control effect
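Calcium flux readout: force-coupled, inducible Hek293 Trex D1 line, cells induced overnight at 30 C with tetracycline, dye-loaded 30–90 min at RT. Antagonism scored against EC80 dopamine challenge given 180 s after compound.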
Active calls of the source: *; ? = inconclusive; . = no result given; [ ] = remark or other dose. Unless noted, the call rests on the fitted dose curve; in most records, active means well fitted curve in the direction sought with a large enough effect; inconclusive means small, poorly fitted or top-dose-only effect, or another doubt; inactive means no such curve, though single readings can be large; an effect the other way counts as inactive or inconclusive. This is a subset, so the mix of outcomes need not match the whole.

The first three records as a preview:
SMILES | D1 ag | D2 PAM | Apoferritin bind | TRHR agonist | D1 potentiator | RXFP1 antagonist | TRHR PAM | RXFP1 agonist | D1 antagonist
COc1ccc(OC)c(N=Cc2c(O)[nH]c(=O)[nH]c2=O)c1 | 0 | 7 | -2% | -0.3 | -9 | -5 | 6 | 0.9% | -1
Cc1cc(OC(=O)CCNC(=O)OC(C)(C)C)c2c3c(c(=O)oc2c1)CCC3 | 3 | -2 | -15% | 0.1 | -2 | 3 | -5 | 5.2% | -6
CCOC(=O)C(O)(c1ccc(NC(=O)NC2CCCCC2)cc1)C(F)(F)F (stereo unspecified) | 4 | -5 | -15% | 0.5 | -8 | 1 | 0 | -0.4% | 5

The whole of this part, previewed entries included:
SMILES | D1 ag | D2 PAM | Apoferritin bind | TRHR agonist | D1 potentiator | RXFP1 antagonist | TRHR PAM | RXFP1 agonist | D1 antagonist
COc1ccc(OC)c(N=Cc2c(O)[nH]c(=O)[nH]c2=O)c1 | 0 | 7 | -2% | -0.3 | -9 | -5 | 6 | 0.9% | -1
Cc1cc(OC(=O)CCNC(=O)OC(C)(C)C)c2c3c(c(=O)oc2c1)CCC3 | 3 | -2 | -15% | 0.1 | -2 | 3 | -5 | 5.2% | -6
CCOC(=O)C(O)(c1ccc(NC(=O)NC2CCCCC2)cc1)C(F)(F)F (stereo unspecified) | 4 | -5 | -15% | 0.5 | -8 | 1 | 0 | -0.4% | 5
C/C=C/CC1(CC)C(=O)NC(=S)NC1=O | 1 | 6 | 0% | -0.3 | -5 | 12 | -3 | -0.3% | 29
CCC(C)n1c(O)c(C=NCCN2CCOCC2)c(=O)[nH]c1=S (stereo unspecified) | 2 | -2 | -8% | 0.7 | 2 | -15 | -3 | 0.5% | -1
CCCCn1c(=O)c(C=Nc2cc([N+](=O)[O-])ccc2OC)c(O)n(CCCCl)c1=O | 1 | 13 | -2% | 0.4 | -3 | 7 | -4 | 0.1% | 5
COc1ccc(NC(=O)c2cn(CCC#N)nc2-c2ccccc2)cc1 | 0 | . | -4% | 0.4 | -6 | 6 | -3 | 2.2% | 4
CCC(C)n1c(O)c(C=NCC2CCCO2)c(=O)[nH]c1=S (stereo unspecified) | 1 | 21 | -9% | 0.1 | 3 | 4 | 1 | 3.1% | 4
O=C(COc1ccc2ccccc2c1)N1CCN(CC2CC3C=CC2C3)CC1 (stereo unspecified) | 4 | -11 | ? | -0.1 | -2 | 2 | -6 | 1.0% | -13
COC(=O)C1=C(c2cccc(OCc3ccccc3)c2)C[C@@H]2CC[C@H]1N2C(=O)NCc1cccc(OC)c1 | 9 | . | . | 1.5 | 29 | . | 5 | 1.6% | .
O=C(c1ccncc1)C12CN3CN(CN(C3)C1)C2 | 3 | 19 | 4% | 0.1 | 10 | -1 | 4 | 1.4% | 12
COC(=O)C1=C(c2ccc(F)cc2F)C[C@@H]2CC[C@H]1N2C(=O)NC1CC1 | 0 | -6 | . | -0.2 | -2 | . | -8 | 1.8% | 26
Cc1ccc(S(=O)(=O)N2CCN(C(=O)COC(=O)Cc3ccccc3)CC2)c(C)c1 | 7 | 2 | . | -0.8 | 2 | -2 | 0 | -0.1% | 2
COc1cc2c(cc1OC)-c1c(OC)c(OC)cc3c1[C@H](C2)N(C)CC3 | . | -15 | -4% | -0.6 | . | . | -5 | 0.0% | .
NNc1n[nH]c(=S)n1N | 6 | 13 | 1% | -1.5 | -9 | -6 | 2 | -0.3% | 2
Cc1cc(/C=C2\C(=O)NC(=O)N(c3ccccc3)C2=O)c(C)n1-c1ccc(C(=O)O)c(Cl)c1 | 4 | -2 | -7% | 0.2 | -4 | 8 | 8 | -0.1% | -4
O=C(c1cccc(Cl)c1)C1CCCN(Cc2ccon2)C1 (stereo unspecified) | 4 | 6 | -23% | 0.0 | 3 | 2 | 8 | 0.3% | 8
CC(=O)O[C@H]1C[C@@H]2CC[C@@H]3[C@H](CC[C@]4(C)C(=O)CC[C@@H]34)[C@@]2(C)C[C@@H]1OC(C)=O | 3 | 2 | . | -1.0 | -6 | 13 | -4 | 2.8% | -41*
Cn1c(O)c(C=NCCCC(=O)O)c(=O)n(C)c1=O | 0 | -5 | -10% | 0.5 | -6 | -10 | 5 | 4.4% | 10
COc1nc2ccccc2nc1N1CCN(C)CC1 | 2 | 11 | 34%[activator] | -0.2 | -4 | -7 | -3 | 0.4% | -20
CCOC(=O)c1c(C)[nH]c(C)c1C(=O)C(Cc1ccccc1)N(C)C (stereo unspecified) | 3 | 0 | -10% | -0.5 | -2 | 7 | 3 | -2.4% | 4
O=Cc1cn(Cc2cccc(F)c2)c2ccccc12 | 6 | -7 | -21% | -0.8 | 0 | 8 | -4 | 0.8% | -13
N/C(=N\[N+](=O)[O-])N1CCN(C(=O)c2ccccn2)CC1 | 1 | 0 | 45%[activator] | 2.4 | -2 | 7 | 14 | -1.0% | 7
NC(=O)c1ccc(NC(=O)c2cccn(Cc3ccccc3)c2=O)cc1 | 1 | -5 | 3% | 0.2 | -1 | . | -4 | ? | .
COc1cccc(-n2c(/C=C/c3ccccn3)nc3ccccc3c2=O)c1 | 2 | 11 | -1% | 0.1 | -3 | 14 | -1 | 1.8% | -24
O=c1c2ccccc2nc(-c2cccs2)n1-c1cnccn1 | 0 | -6 | -21% | 0.3 | -1 | -7 | -3 | 1.6% | 5
CCOc1ccc(N2C(=O)/C(=C/c3ccc(C)o3)C(=O)NC2=S)cc1 | 4 | 10 | -21% | 0.0 | -5 | -1 | -6 | 2.2% | 4
Cc1cccc(N2C(=O)/C(=C/c3ccc(CN(CCC#N)S(C)(=O)=O)o3)C(=O)NC2=S)c1 | 5 | 2 | 0% | 1.5 | -4 | -18 | 5 | -1.0% | -7
C=CCn1c(O)c(C(C)=Nc2ccc(N(C)C)cc2)c(=O)[nH]c1=O | 8 | 22 | -20% | 5.3 | -2 | 3 | -5 | -0.5% | 3
COc1ccc(C2SCC(=O)Nc3c2c(=O)[nH]n3C2CCCCCC2)cc1 (stereo unspecified) | 1 | -7 | -15% | 0.3 | -4 | -12 | -1 | 0.2% | 6
COC(=O)C1=C(c2ccc(OCc3ccccc3)cc2)C[C@@H]2CC[C@H]1N2C(=O)NCc1cccc(OC)c1 | 5 | -3 | . | 0.8 | 3 | . | 0 | 1.3% | -6
CCCS(=O)(=O)N1CCC(C(=O)N2CCC3(CC2)OCCO3)CC1 | 4 | 7 | -7% | -0.6 | 2 | -2 | 3 | -1.7% | 1
COc1ccc(C(=O)C2CCCN(C3CSCCSC3)C2)c(C)c1 (stereo unspecified) | 2 | -27 | -20% | -0.7 | 3 | 8 | 0 | 1.6% | -2
COc1cc2c(cc1C=O)OCO2 | 1 | 8 | 4% | -1.1 | -7 | -1 | 3 | 0.2% | 3
CC(=NCc1cccnc1)c1c(O)n(-c2ccc(Cl)cc2)c(=O)[nH]c1=O | 0 | -9 | 3% | -0.4 | -3 | 7 | 0 | 3.1% | -1
CN[C@@H]1C[C@@H](c2ccc(Cl)c(Cl)c2)c2ccccc21 | 28 | 5 | -22% | 4.5 | -2 | . | -1 | 0.6% | -51*
COC(=O)C1=C(c2c(C)noc2C)C[C@@H]2CC[C@H]1N2C(=O)NCCCOC(C)C | 1 | 9 | . | 0.4 | -1 | . | -9 | 0.3% | .
CCCCC(=O)N/N=C/c1c(O)n(CC)c(=S)n(CC)c1=O | 72* | 8 | -5% | -1.3 | 8 | ? | 11 | -1.5% | -20
COc1cccc(N2C(=O)CC(=O)NC2=O)c1 | 1 | 3 | -17% | 0.2 | 0 | 7 | -17 | 0.6% | 16
Cc1sc2ncn(CC(=O)NCCCC(=O)N3CCC4(CC3)OCCO4)c(=O)c2c1C | 1 | 4 | -10% | 0.2 | 0 | -10 | 4 | -1.0% | -26
O=C(O)C1C2CC3CC(C2)CC1(n1ncc(N2CCC4(CC2)OCCO4)c(Cl)c1=O)C3 (stereo unspecified) | 3 | -3 | 4% | 0.8 | 8 | -7 | 3 | 4.3% | 3
CCOc1ccc(NC(=O)N2C[C@H]3C[C@@H](C2)c2cccc(=O)n2C3)cc1 | 4 | 4 | -4% | -0.1 | -2 | . | -8 | -0.6% | -26
CCOc1ccc2c(c1)c(C(C)=O)c(C)n2Cc1ccco1 | 0 | 0 | -8% | -0.1 | 5 | -1 | 16 | 1.8% | 13
O=C(c1ccco1)c1cn(Cc2ccc(Cl)cc2)c2ccccc12 | 3 | -12 | -23% | 0.0 | -7 | -7 | -12 | 1.9% | 6
CCN(CC)S(=O)(=O)c1cccc(N=Nc2c(O)n(CC)c(=S)n(CC)c2=O)c1 | 1 | 0 | -24% | -3.7 | -16 | 2 | -2 | 5.3% | -26
CSc1nnc(C2CCNCC2)n1C | 2 | -8 | -3% | 0.3 | -8 | 1 | -6 | 2.1% | -4
CCCCCc1nc2ccccc2c(=O)n1-c1ccc(Cl)cc1[N+](=O)[O-] | -1 | 8 | -7% | 0.3 | 1 | -5 | -6 | -0.6% | -44*
CCC(C)C(NC(=O)CCCNC(=O)CCC(=O)OC1O[C@H]2OC3(C)CC[C@H]4[C@H](C)CCC(C1C)C24OO3)C(=O)O (stereo partly specified) | 2 | 16 | 5% | 0.5 | -3 | . | 10 | -0.9% | -9
COC(=O)C1=C(c2ccc(F)cc2OCc2ccccc2)C[C@@H]2CC[C@H]1N2C(=O)NCCc1ccc(F)cc1 | 5 | -4 | . | 1.2 | -6 | . | -4 | 0.2% | -32*
COc1ccc(N=Cc2c(O)n(Cc3cccs3)c(=O)[nH]c2=O)cc1 | 1 | 7 | -2% | 0.0 | -3 | 13 | -4 | 10% | 14
CCN(CC)CCCN=Cc1c(O)n(Cc2ccc(F)cc2)c(=O)[nH]c1=O | 3 | -8 | -9% | 0.5 | -5 | 3 | -3 | 1.1% | -10
Cc1nn(Cc2ccc(Cl)cc2Cl)c(Cl)c1C(=O)NC1CCCc2ccccc21 (stereo unspecified) | 9 | -6 | 1% | -1.0 | 0 | 4 | 8 | -4.4% | -1
COc1ccccc1N1CCN(Cc2cc(C)c(C)cc2O)CC1 | 0 | . | 2% | -0.4 | -8 | -36 | -2 | 0.9% | -5
CN(C)CC1CCCCC1=O (stereo unspecified) | 1 | 8 | -4% | 0.5 | -3 | -7 | 4 | -3.4% | 9
C=C1C(=O)O[C@@H]2C[C@@H](C)[C@H]3C=CC(=O)[C@]3(O)C[C@@H]12 | 2 | -6 | -4% | 0.0 | -2 | . | 20 | 0.0% | 8
